From PubChem BioAssay
Tau fibril ThT – qHTS for Inhibitors of Tau Fibril Formation, Thioflavin T Binding; Microtubule-associated protein tau (Homo sapiens), P10636; recombinant tau K18 P301L (four-repeat tau fragment), heparin-induced fibrillization, ThT fluorescence; Potency, µM (titrated, usually from 57.4 µM), for inactives: at the top dose activity, negative = inhibition, hits mostly inhibitors; 270,000 compounds, 2.1% hits; AID 1460, 2008; further: on the % scale 0 is the no-effect control and ±100 the full control effect; nearly all actives have a fitted effect of over 55% in size
Target sequence (P10636 561-689 P618L limits assumed): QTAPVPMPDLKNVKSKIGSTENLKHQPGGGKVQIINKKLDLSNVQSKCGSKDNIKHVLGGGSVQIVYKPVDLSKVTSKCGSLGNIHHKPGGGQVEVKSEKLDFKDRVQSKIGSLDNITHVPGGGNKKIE
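Recombinant human tau K18 fragment […] carrying P301L, 15 uM unlabeled plus 0.24 uM Alexa 594-labeled, was fibrillized with 20 uM heparin in 100 mM sodium acetate pH 7 for 6 hr at 37 C; 30 uM ThT fluorescence read after 1 hr.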
RECQ1 inh – qHTS Assay for Inhibitors of RecQ-Like Dna Helicase 1 (RECQ1); Potency, µM (series often up to 57.3 µM), without a hit: top-dose activity, negative = inhibition, actives largely listed as inhibitors; RECQ1 DNA unwinding, red fluorescence kinetic read; AID 2549, 2010; 240,000 compounds, 0.54% hits;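 further: plate controls were vehicle for no effect and no enzyme for full effect; nearly all actives have a fitted effect of over 30% in size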
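50 nM RECQ1T1 preincubated 15 min with compound in Tris pH 8.0 buffer with MgCl2, DTT, Tween-20 and 2.5 ug/ml poly(dI-dC); started with 200 nM TAMRA/BHQ-2 forked duplex and 2 mM ATP. Unwinding read as fluorescence (525/598 nm), two reads 2 h apart.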
JMJD2E inh – qHTS Assay for Inhibitors of Human Jumonji Domain Containing 2E (JMJD2E) | 230,000 compounds, 1.6% hits | AID 2147, 2009 | Potency, µM (top dose mostly 57.1 µM), inactives show at the highest dose activity change, negative = inhibition, most hits filed as inhibitors | JMJD2E catalytic domain, FDH-coupled NADH fluorescence (FDH is formaldehyde dehydrogenase); active means well fitted inhibition curve with a large enough effect, not every such curve was filed as active; inconclusive means small, poorly fitted or top-dose-only effect, or another doubt; inactive means no such curve, though single readings can be large or run the other way;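 further: 0% = wells with enzyme and -100% = buffer wells without enzyme; nearly all actives have a fitted effect of over 50% in size; many of its hits are not listed in these tables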
Target sequence (B2RXH2 1-337 limits assumed): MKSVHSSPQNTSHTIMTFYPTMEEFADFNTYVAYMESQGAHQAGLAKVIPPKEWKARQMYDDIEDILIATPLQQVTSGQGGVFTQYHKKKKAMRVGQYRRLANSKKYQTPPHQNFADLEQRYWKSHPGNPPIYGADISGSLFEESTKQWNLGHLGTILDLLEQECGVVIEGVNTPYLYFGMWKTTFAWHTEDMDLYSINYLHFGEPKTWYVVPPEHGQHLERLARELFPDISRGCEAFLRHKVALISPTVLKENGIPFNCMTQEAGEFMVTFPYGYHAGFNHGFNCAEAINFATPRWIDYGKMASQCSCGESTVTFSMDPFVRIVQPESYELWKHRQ
KinaseGlo FLuc – Counterscreen for Luciferase (Kinase-Glo TM) Inhibition; Luciferin 4-monooxygenase (Photuris pensylvanica), Q27757; Potency, µM (doses to about 38.3 µM), for inactives: top-dose activity change, negative = inhibition, actives largely listed as inhibitors; Kinase-Glo luciferase, ATP luminescence, 8 min; 200,000 compounds, 0.28% hits; further: on the % scale 0 is the no-effect control and ±100 the full control effect; nearly all actives have a fitted effect of over 60% in size
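Luminescence was the read-out, taken after 8-minute incubation at ambient temperature. Luciferase turned over luciferin with 10 uM ATP in imidazole pH 7.2 buffer containing KCl, MgCl2, Tween 20 and BSA.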
ALDH1A1 inh – qHTS Assay for Inhibitors of Aldehyde Dehydrogenase 1 (ALDH1A1); Aldehyde dehydrogenase 1A1 (Homo sapiens), P00352; Potency, µM (series often up to 75.3 µM), without a hit: at the top dose activity, negative = inhibition, most hits filed as inhibitors; 220,000 compounds, 7.3% hits; Purified ALDH1A1, NADH fluorescence, propionaldehyde substrate; active means well fitted inhibition curve with a large enough effect, not every such curve was filed as active; inconclusive means small, poorly fitted or top-dose-only effect, or another doubt; inactive means no such curve, though single readings can be large or run the other way;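 further: plate controls were no enzyme wells and a reference inhibitor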
Target sequence (P00352 whole entry, looked up): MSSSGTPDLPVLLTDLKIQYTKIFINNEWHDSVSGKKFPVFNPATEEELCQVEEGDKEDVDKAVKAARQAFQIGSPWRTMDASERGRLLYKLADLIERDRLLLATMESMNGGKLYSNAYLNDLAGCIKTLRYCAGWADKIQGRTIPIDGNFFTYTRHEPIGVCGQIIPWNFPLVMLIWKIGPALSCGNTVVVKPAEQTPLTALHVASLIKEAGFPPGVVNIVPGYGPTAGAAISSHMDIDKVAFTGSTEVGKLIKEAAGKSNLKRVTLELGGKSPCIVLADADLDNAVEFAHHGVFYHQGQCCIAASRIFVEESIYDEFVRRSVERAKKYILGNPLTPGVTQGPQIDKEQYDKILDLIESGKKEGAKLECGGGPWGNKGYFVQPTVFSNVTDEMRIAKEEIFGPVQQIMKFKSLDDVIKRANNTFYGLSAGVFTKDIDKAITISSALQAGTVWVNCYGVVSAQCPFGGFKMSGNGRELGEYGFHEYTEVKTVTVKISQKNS
SMN2 splice enh – qHTS Assay for Enhancers of SMN2 Splice Variant Expression; HEK293 SMN2-luciferase splicing reporter, luminescence, 30-36 h; Potency, µM (titrated, usually from 46.1 µM), inactives show top-dose activity change, positive = activation, most hits filed as activators; 210,000 compounds, 2.8% hits; AID 1458, 2008; further: % of control where 0% means no effect; nearly all actives have a fitted effect of over 55% in size
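HEK293 cells carry an SMN2 minigene-luciferase reporter in which exon 7 inclusion puts luciferase in frame. Cells were seeded at 2000 cells/well, attached for 10-12 hours, then exposed to compounds for 30-36 hours at 37C before ONE-Glo luminescence.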
Lamin A splicing – qHTS Assay for Modulators of Lamin A Splicing; 200,000 compounds, 0.01% hits; HeLa LMNA splicing GFP/RFP minigene ratio, 48 h; Potency, µM (highest dose often 46.1 µM), for inactives: top-dose ratio change, negative = inhibition, most hits filed as inhibitors; active means well fitted inhibition curve with a large enough effect in the signal ratio, with a control signal flat, not every such curve was filed as active; inconclusive means small, poorly fitted or top-dose-only effect, or effect the other way, or a change in a side signal; the % refers to the signal ratio; further: on the % scale 0 is the no-effect control and ±100 the full control effect
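S3 HeLa cells stably expressing lamin A-EGFP splicing minigene plus DsRed2, 600 cells/well, 48 h compound exposure at 37C. Laser-scanning cytometry; analysed as GFP (500-530 nm)/RFP (575-640 nm) total intensity ratio; 0.5% DMSO vehicle.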
L3MBTL1 inh – qHTS Assay for the Inhibitors of L3MBTL1; Lethal(3)malignant brain tumor-like protein 1 (Homo sapiens), Q9Y468; AlphaScreen L3MBTL1–H3K9me1 peptide binding; Potency, µM (series often up to 57.1 µM), without a hit: at the top dose activity, negative = inhibition, actives largely listed as inhibitors; 230,000 compounds, 0.66% hits; further: on the % scale 0 is the no-effect control and ±100 the full control effect; nearly all actives have a fitted effect of over 60% in size
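Read-out is AlphaScreen signal from streptavidin donor and nickel chelate acceptor beads (10 ug/mL final each) bridging L3MBTL1 (50 nM) and biotinylated K9-monomethylated H3(1-15) peptide (75 nM), after 30 min compound exposure at room temperature.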
Starred values were filed as active, the others as inactive; i = inactive; ? = inconclusive; / = no result given; & = joins results of further samples; [ ] = dose if it differs, or a comment. Unless noted, the call rests on the fitted dose curve; in most records, active means well fitted curve in the direction sought with a large enough effect; inconclusive means small, poorly fitted or top-dose-only effect, or another doubt; inactive means no such curve, though single readings can be large; an effect the other way counts as inactive or inconclusive. Potency means the concentration at half of the fitted maximal effect.

Compound	Tau fibril ThT	RECQ1 inh	JMJD2E inh	KinaseGlo FLuc	ALDH1A1 inh	SMN2 splice enh	Lamin A splicing	L3MBTL1 inh
O=C(Nc1ccc(Cn2cccn2)cc1)c1ccc(COc2ccc(Br)cc2)cc1	-10%	i	-8%	-3%	3%	6%	-11%	/
C1=CC2CC1CC2CN1CCN(c2ccccc2)CC1 (configuration not stated)	-23%	-6%	?	-1%	-8%	15%	3%	/
COc1ccc(NC(=O)C2CCCO2)cc1OC (configuration not stated)	-13%	-5%	-3%	-2%	4%	9%	4%	/
Cc1cc2nc(-c3ccc(SCC(=O)N4CCN(C(=O)c5ccco5)CC4)nc3)[nH]c2cc1C	-16%	-25%	?	?	?	7.9µM*	?	32µM*
CC(=O)c1cccc(NC(=O)C2CCN(S(=O)(=O)c3ccc(C)cc3)CC2)c1	-2%	-16%	17%	0%	-3%	-8%	-3%	-15%
O=C(C1CCCN1S(=O)(=O)c1cccc2cccnc12)N1CCn2c1nc1ccccc12 (configuration not stated)	-5%	-9%	-2%	3%	13%	-2%	-14%	9%
CCNS(=O)(=O)c1ccc(CCC(=O)Nc2ccc(C(=O)OC)cc2)cc1	3%	i	5%	2%	2%	2%	/	-7%
CCOC(=O)c1c(NC(=O)OC)sc2c1CCC2	?	i	-6%	0%	-14%	?	1%	7%
Cc1ccc(N2CCCCn3c2nc2c3c(=O)[nH]c(=O)n2C)cc1	-9%	-5%	-1%	-2%	?	-7%	?	-6%
Cc1ccc(S(=O)(=O)NC(C(=O)N2CCOCCOCCOCC2)c2ccccc2)cc1 (configuration not stated)	7%	i	3%	10%	?	2%	-24%[46 µM]	0%
COc1ccccc1-c1cc(C(F)(F)F)nc(N2CCN(c3ccccc3)CC2)n1	-9%	-21%	-6%	1%	16%	-18%	11%	1%
CCCNC(=S)N1CCN(C)CC1	2%	-2%	?	-1%	-11%	15%	-3%	1%
COCCNC(=S)Nc1ccccc1[N+](=O)[O-]	-4%	i	-2%	2%	-10%	2%	/	3%
COc1ccc(Cl)cc1N(CC(=O)N(C)C)S(=O)(=O)c1ccc(C)c([N+](=O)[O-])c1	-2%	i	5%	0%	-5%	-20%	8%[46 µM]	7%
CCN(CC)S(=O)(=O)c1ccc(N2CCOCC2)c(NC(=S)NC(=O)c2ccco2)c1	?	-8%	5%	/	/	/	/	-8%
CCCn1c(-c2ccc(F)cc2)nc2c(NC3CCN(Cc4ccccc4)C3)nc(C)nc21 (configuration not stated)	-15%	i	?	-1%	?	-18%	/	/
COc1ccc(CNC(=O)COC(=O)c2ccc(OCc3c(C)noc3C)cc2)cc1OC	-8%	4%	3%	2%	5%	?	2%	8%
O=C(Nc1ccccc1N1CCCC1)c1cccnc1Cl	-6%	1%	-1%	-6%	5%	-6%	-11%	-2%
CN(C)/N=C/C=C1\CCC/C(=C\c2ccc(F)c(F)c2)C1=O	2%	16%	3%	1%	?	-100%[inhibitor]	/	-23%[11.4 µM]
Cn1c(=NC(=O)c2ccccc2[N+](=O)[O-])sc2cc(S(C)(=O)=O)ccc21	-11%	-1%	-1%	-6%	6%	2.2µM*	14%	7%
Cc1ccc(Nc2cc(=O)oc3ccccc23)c(C)c1	-2%	-3%	-8%	-3%	7%	-21%	?	7%
O=C(Nc1nccs1)c1cc2sccc2n1Cc1ccc(F)cc1	-3%	?	-21%	0%	?	-9%	7%	-6%
Cn1cc(C(=O)c2cccc(Cl)c2Cl)cc1C(=O)O	-7%	-5%	8%	1%	9%	-4%	-4%	0%
CC(C)CC(=O)NC(=S)NCCc1ccccc1	-9%	i	6%	0%	-3%	6%	4%	15%
CC(=O)N1CCN(c2ccc(Nc3ncnc4c3oc3ccccc34)cc2)CC1	4.5µM*	-29%	?	-4%	?	-43%[inhibitor]	?	-13%
Cc1ccc(NC(=O)COC(=O)C2COc3ccccc3O2)cc1S(=O)(=O)N1CCOCC1 (configuration not stated)	2%	-2%	0%	0%	-5%	16%	0%	1%
Cc1cc([N+](=O)[O-])ccc1NC(=O)c1cccc(NC(=O)C(C)C)c1	3%	i	5%	-4%	0%	?	?	-2%
Cc1ccc(/C=N/N2CCN(Cc3ccc(Cl)cc3)CC2)o1	-7%	2%	6%	6%	7.9µM*	-25%	7%	/
O=c1[nH]cnc2nc[nH]c12	8%	-8%	2%	-2%	?	0%	12%	/
CCOc1c(OC(C)=O)ccc(/C=C/c2ccc3cccc(OC)c3n2)c1[N+](=O)[O-]	5.6µM*	-9%	2%	1%	-4%	?	?	-6%
Cn1nc([N+](=O)[O-])nc1Sc1nnnn1-c1ccc(C(=O)O)cc1	3%	?	2%	3%	0%	-2%	/	-22%
O=C(CCc1ccccc1)Nc1ccc(Cl)cn1	4%	6%	3%	-4%	-2%	7%	?	52%[activator]
N#Cc1ccc(NC(=O)Nc2ccc(Cl)cc2)cc1	?	-4%	-2%	6%	-4%	-23%	?	2%
Cc1cccc(Oc2cc([N+](=O)[O-])cc3c2C(=O)Nc2ccccc2O3)c1	?	3%	-2%	1%	0%	-83%[inhibitor]	?	?
COCCn1c(C)cc(C(=O)CSc2nc3ccccc3c(=O)n2C(C)COC)c1C (configuration not stated)	-8%	i	0%	-1%	5%	-22%	?	/
Cc1cc(C(=O)Nc2ccc3c(c2)OCCO3)c2ccccc2n1	-2%	-7%	1%	9%	10%	-18%	8%[46 µM]	/
COc1cc(NC(=O)c2onc(C)c2Cl)c(OC)cc1Cl	-2%	6%	?	2%	?	9%	-8%	3%
COc1ccc2c(CC(=O)Nc3cccc(S(=O)(=O)N4CCOCC4)c3)coc2c1	-5%	-8%	-11%	1%	?	3%	?	-1%
CCCCCC/C(C=O)=C\c1ccccc1	/	-1%	/	/	-2%	-5%	/	9%
CC(=O)NN1C(=O)c2ccccc2NC1c1ccccn1 (configuration not stated)	0%	-29%	?	-2%	?	-10%	-12%	0%
O=CNC(Cc1ccccc1)C(=O)O (configuration not stated)	-8%	2%	-2%	-2%	-2%	2%	4%	/
Cc1ccc(CSc2nnc(-c3ccncc3)o2)c(C)c1	?	1%	0%	0%	4%	-24%	/	/
NNC(=O)COc1ccc(F)cc1	-9%	-3%	18%	-4%	-3%	-5%[1.84 µM]	-16%	11%
Cc1sc2nc(COC(=O)C(NC(=O)c3ccc(Cl)cc3Cl)C(C)C)[nH]c(=O)c2c1C (configuration not stated)	-10%	8%	?	4%	?	-4%	-9%	1%
COc1ccccc1C(=O)Nc1sc2c(c1C(=O)NCc1ccco1)CCCC2	-8%	i	?	0%	?	-3%	10%	/
CCN1C(=O)N(CC)C2C1N(C(C)=O)C(=O)N2C(C)=O (configuration not stated)	-18%	-3%	1%	5%	3%	-3%	-4%	4%
Cc1cc(C(F)(F)F)nn1CC(=O)NCc1ccccc1	-11%	-5%	-5%	3%	-6%	-9%	16%	/
CC(C)NC(=O)c1sc2nc3c(c(-c4cccs4)c2c1N)CN(C)CC3	?	-4%	-30%	-3%	-11%	-15%	2%	/
COc1ccccc1C(=O)n1nc(-c2cccnc2)nc1NCc1ccccc1	?	14%	-20%	4%	-12%	19%&6%	34%[46 µM]	-14%
COc1ccc(OC)c(C2=NOC(C(=O)NCc3cccs3)C2)c1 (configuration not stated)	-7%	-1%	?	1%	0%	-12%	4%[9.22 µM]	/

8 of the compounds above, with values under each structure:
Order of values: Tau fibril ThT | RECQ1 inh | JMJD2E inh | KinaseGlo FLuc | ALDH1A1 inh | SMN2 splice enh | Lamin A splicing | L3MBTL1 inh
- O=CNC(Cc1ccccc1)C(=O)O (configuration not stated)
→ -8% | 2% | -2% | -2% | -2% | 2% | 4% | /
- Cc1ccc(CSc2nnc(-c3ccncc3)o2)c(C)c1
→ ? | 1% | 0% | 0% | 4% | -24% | / | /
- NNC(=O)COc1ccc(F)cc1
→ -9% | -3% | 18% | -4% | -3% | -5%[1.84 µM] | -16% | 11%
- Cc1sc2nc(COC(=O)C(NC(=O)c3ccc(Cl)cc3Cl)C(C)C)[nH]c(=O)c2c1C (configuration not stated)
→ -10% | 8% | ? | 4% | ? | -4% | -9% | 1%
- COc1ccccc1C(=O)Nc1sc2c(c1C(=O)NCc1ccco1)CCCC2
→ -8% | i | ? | 0% | ? | -3% | 10% | /
- CCN1C(=O)N(CC)C2C1N(C(C)=O)C(=O)N2C(C)=O (configuration not stated)
→ -18% | -3% | 1% | 5% | 3% | -3% | -4% | 4%
- Cc1cc(C(F)(F)F)nn1CC(=O)NCc1ccccc1
→ -11% | -5% | -5% | 3% | -6% | -9% | 16% | /
- CC(C)NC(=O)c1sc2nc3c(c(-c4cccs4)c2c1N)CN(C)CC3
→ ? | -4% | -30% | -3% | -11% | -15% | 2% | /

A portion of the library (hit frequency here may not be typical).
